Compound activity (PubChem BioAssay)
MITF primary: MITF inhibitors, primary screen, biochemical, AlphaScreen, human | AlphaScreen MITF homodimerization, bead proximity signal | inhibition, % at 2.6 µM | 650,000 compounds, 0.91% hits | AID 1259374, 2018; in the data active means inhibition above about 50%;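 further: 0% = vehicle wells with protein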
GPR151 activ: activators of human GPR151, primary screen, cell-based, PathHunter beta-arrestin, luminescence; PathHunter beta-arrestin GPR151 cells; activation, % at 11.2 µM; 650,000 compounds, 1% hits; in the data active means activation above about 4.9%;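 further: 0% = median of compound wells and 100% = cells with positive control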
TEAD-YAP inh: TEAD-YAP interaction inhibition, primary screen, TEAD-YAP interaction inhibitor project, luminescence, HEK-TIYL cells | TEAD-Gal4/YAP UAS-luciferase luminescence | 640,000 compounds, 1.4% hits | AID 1259422, 2018 | inhibition, % at 9.12 µM; in the data active means inhibition above about 32%;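 further: 0% = median of test compound wells and 100% = reference inhibitor wells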
FBW7 activator: FBW7 E3 ligase activators, primary screen, biochemical, AlphaScreen, human; normalized activity (activation), % at 26.1 µM; 650,000 compounds, 0.13% hits; AlphaScreen FBW7–phospho-cyclin E peptide binding, activator screen; F-box/WD repeat-containing protein 7 (Homo sapiens), Q969H0; in the data active means normalized activity above about 1.9%;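 further: purified mutant Fbw7 with reduced substrate affinity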
Target sequence (Q969H0 whole entry, looked up): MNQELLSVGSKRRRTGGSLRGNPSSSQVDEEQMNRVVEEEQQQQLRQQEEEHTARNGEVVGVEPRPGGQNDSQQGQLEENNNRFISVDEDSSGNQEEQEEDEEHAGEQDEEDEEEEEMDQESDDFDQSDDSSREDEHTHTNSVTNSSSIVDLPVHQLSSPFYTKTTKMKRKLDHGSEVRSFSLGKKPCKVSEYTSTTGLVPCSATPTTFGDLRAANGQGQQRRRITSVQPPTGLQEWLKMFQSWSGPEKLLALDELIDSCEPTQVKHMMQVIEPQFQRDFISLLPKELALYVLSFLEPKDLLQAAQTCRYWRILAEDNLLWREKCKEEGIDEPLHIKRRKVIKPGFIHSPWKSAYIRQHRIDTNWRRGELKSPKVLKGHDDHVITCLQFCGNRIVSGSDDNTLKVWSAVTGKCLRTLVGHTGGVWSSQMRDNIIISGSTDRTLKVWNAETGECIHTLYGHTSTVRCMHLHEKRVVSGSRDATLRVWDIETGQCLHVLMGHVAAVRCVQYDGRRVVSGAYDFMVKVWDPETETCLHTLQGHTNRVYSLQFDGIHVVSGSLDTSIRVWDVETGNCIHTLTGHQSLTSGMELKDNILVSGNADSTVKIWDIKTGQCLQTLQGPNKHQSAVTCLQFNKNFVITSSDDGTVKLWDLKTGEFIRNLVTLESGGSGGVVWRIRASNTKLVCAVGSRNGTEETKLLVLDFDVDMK
* marks the source's active call; other numbers are inactive results.

Structure	FBW7 activator	TEAD-YAP inh	MITF primary	GPR151 activ
CC1CCCCC1NC(=O)CCS(=O)(=O)c1ccc(Br)cc1 (centres undefined)	-0.1	1.1	1.1	-0.2
O=C(c1scc2c1OCCO2)N1Cc2ccccc2OC(c2ccccc2)C1 (centres undefined)	0.2	8.4	13.0	0.3
O=C(c1ccccc1F)N1CCNCC1	0.0	-1.5	2.3	-0.3
CCOc1ccc(C(=O)NCC(C)C)cc1	-0.1	-20.3	1.8	-2.3
O=C(COc1ccc(F)cc1)Nc1nc2ccc(F)cc2s1	-0.4	-5.3	2.1	-0.2
COC(=O)c1c(NC(=O)c2ccc(F)cc2)sc2c1CCC(C(C)(C)C)C2 (centres undefined)	0.1	-6.3	13.8	-1.0
Cc1ccc(CCN2C(=O)C3C(C(=O)Nc4ccc(C)c(C)c4)C4C=CC3(O4)C2C(=O)NC2CCCC(C)C2C)cc1 (centres undefined)	-0.2	-0.8	-2.3	0.1
COc1ccc(C(=O)Nc2ccnn2C2CCN(C(C)CSC)CC2)cc1 (centres undefined)	-0.1	14.8	-8.9	-2.2
CCOc1cccc(CN2CCOc3ccc(C(C)(O)CN(C)C)cc3C2)c1 (centres undefined)	0.1	-2.7	-6.2	0.4
CS(=O)(=O)NCC(c1ccco1)N1CCc2ccccc21 (centres undefined)	0.1	-1.3	11.9	-0.9
CC(Sc1nc(N2CCOCC2)nc(N2CCOCC2)n1)C(=O)Nc1ccccc1 (centres undefined)	-0.1	-0.1	-4.0	-0.6
Cc1cccc(OCc2nc(C#N)c(NCc3ccccc3)o2)c1	0.5	-30.7	10.2	0.3
O=C(Nc1ccc(N2CCCCC2)cc1)c1ccc(F)cc1	-0.1	-68.1	9.6	-3.5
N#Cc1c(N2CCOCC2)sc(C(=O)O)c1-c1ccc(Cl)cc1	0.2	0.8	-5.8	-0.4
O=C(CC1(O)C(=O)Nc2ccc(Cl)cc21)c1ccccc1O (centres undefined)	-0.1	2.0	2.3	1.3
O=C(CN1CCC(NC(=O)C23CC4CC(CC(C4)C2)C3)CC1)Nc1ccc2c(c1)OCO2	0.0	3.5	14.0	0.1
COc1ccccc1NC1=C(Cl)C(=O)N(Cc2ccccc2)C1=O	-0.3	2.5	3.5	0.2
O=C(/C=C/c1ccccc1)Nn1c(-c2cccc(Cl)c2)nc2ccccc2c1=O	-0.1	-5.1	1.3	-1.3
O=C(NCc1cccnc1)C(=O)Nc1ccc2nc3n(c(=O)c2c1)CCCCC3	-0.2	6.5	-3.6	-0.1
O=C1C2C3C=CC(CC3)C2C(=O)N1c1ccc2c(c1)OCO2 (centres undefined)	0.1	0.3	-3.3	1.8
NC(=O)c1c(N)sc2c1CCCC2	-0.1	2.8	-1.3	-0.9
Cc1cc(C(F)(F)F)nc(NC(=O)NC(=O)c2cccc(C(F)(F)F)c2)n1	0.0	5.5	5.3	-0.7
COc1ccc(NC(=O)C2C3CC/C=C\CCC32)cc1 (centres undefined)	0.0	-40.5	20.4	-0.5
CCn1cc(CN2CCCC(CNC(=O)c3ccc(-c4ccccc4)cc3)C2)cn1 (centres undefined)	0.5	9.1	8.0	6.0*
C=CCN(c1ccc(C(=O)Nc2cc(C)cc(C)c2)cc1)S(C)(=O)=O	-0.1	-0.8	-4.5	-0.2
COc1cc2c(cc1/C=C(/C#N)c1cccc(C)c1)OCO2	0.2	16.0	11.0	1.3
Cc1ccc(NC(=O)Cn2nnc(-c3ccccc3NC(=O)c3ccccc3)n2)cc1	0.1	-9.3	1.7	-0.6
CCCOc1ccc(C(=O)Nc2ccc(S(=O)(=O)Nc3ncccn3)cc2)cc1	0.0	-16.6	-13.5	1.2
COc1ccc(N2CCN(Cn3nc4c(Cl)cc(Cl)cn4c3=S)CC2)cc1	0.1	-3.8	4.0	1.2
Cc1cc(=O)[nH]c(SCc2cn3c(C)cccc3n2)n1	0.0	-15.8	0.1	-1.6
Cc1noc(C)c1COC(=O)[C@@H](NC(=O)c1ccccc1Br)C(C)C	-0.1	5.3	2.6	0.7
Cc1nnc(NC(=O)CSc2n[nH]c(-c3ccccc3)n2)s1	-0.1	-28.2	0.2	0.8
CN(CC(=O)N1CCc2ccccc2C1)c1ccccc1	0.7	-5.1	24.6	-1.5
COc1ccccc1Nc1nc(Cc2ccccc2)nc2sc(C)c(C)c12	0.5	6.8	7.4	-0.7
CCOC(=O)c1c(C)[nH]c(C(=O)COC(=O)C2(C)CC2(Cl)Cl)c1C (centres undefined)	0.0	-47.3	-12.9	1.3
C=CCNC(=O)CN(c1ccc(C)cc1)S(=O)(=O)c1ccc(OC)cc1	0.0	2.8	0.1	-0.1
CC(=O)N(/C=C/c1cc[n+](CCCS(=O)(=O)O)c2ccccc12)c1ccccc1	0.2	11.8	8.9	2.0
CC(=O)c1cccc(CN2CCC(n3nccc3NC(=O)CC(C)C)CC2)c1	0.1	4.7	12.2	0.0
CCCN(C(=O)Cc1nc(N)n[nH]1)C1(C(=O)Nc2c(C)cccc2C)CCCCC1	0.1	3.3	13.2	2.3
N#C/C(=C/c1ccc(C(=O)O)cc1)C(=O)Nc1ccccc1	-0.2	2.6	3.7	-0.8
COc1ccc(/C=C(/NC(=O)c2ccccc2)C(N)=O)cc1	0.2	6.0	4.5	0.0
COCCNc1nccn2c(-c3ccc(OC)cc3)cnc12	0.1	2.0	-3.7	0.2
CCOCCCNC(=O)c1nn(-c2ccc(C)cc2)c(=O)c2c1c1ccccc1n2C	0.3	0.4	1.8	-0.1
Cc1ccc(NC(=O)c2c(NC(=O)c3ccco3)sc3c2CCCCC3)cc1	0.1	3.4	-11.8	-0.2
COc1ccc(S(=O)(=O)c2c[nH]c3ccc(C)cc3c2=O)cc1	0.1	-7.8	-13.0	1.2

Among those listed so far, 2 contain a COOH group.
Structure	FBW7 activator	TEAD-YAP inh	MITF primary	GPR151 activ
N#Cc1c(N2CCOCC2)sc(C(=O)O)c1-c1ccc(Cl)cc1	0.2	0.8	-5.8	-0.4
N#C/C(=C/c1ccc(C(=O)O)cc1)C(=O)Nc1ccccc1	-0.2	2.6	3.7	-0.8

The results go on.
Structure	FBW7 activator	TEAD-YAP inh	MITF primary	GPR151 activ
CC1(C)Cc2nc3sc4c(SCC(=O)NCc5ccco5)ncnc4c3cc2CO1	-0.1	12.5	-10.0	-0.7
COc1cccc(C(=O)N2CC[C@@H]3[C@H](CCCN3C(=O)CCCc3cccs3)C2)c1	0.1	-1.6	5.8	-1.1
O=C(CO)N/N=C/c1cccc(Cl)c1Cl	-0.3	8.8	-9.4	0.2
c1ccc(-c2nc3c(c(N4CCCCCC4)n2)CNCC3)cc1	-0.2	-5.9	-4.7	1.5
CCOC(=O)Cc1ccc(N(Cc2ccc(Cl)cc2)S(=O)(=O)c2ccc(F)c(C(=O)Nc3ccccc3OCC)c2)cc1	0.0	-0.1	7.1	-0.5
COc1ccc2nc(SCC(=O)NC(C)(C)C)c(C#N)cc2c1	-0.1	7.0	17.3	-0.3
CSc1nnc(C)c(=O)n1COC(=O)c1ccc(F)c(F)c1	-0.1	1.9	-7.3	-1.8
Cc1[nH]nc2c1C(c1ccc(O)cc1)C(C#N)=C(N)O2 (centres undefined)	0.1	4.6	3.9	-0.6
CCCCCCCC(=O)N1c2ccccc2C(N(C(=O)c2ccc([N+](=O)[O-])cc2)c2ccccc2)CC1C (centres undefined)	0.0	-5.1	5.6	-0.6
CN(C)c1ccc(/C=N\OC(=O)Nc2cccc(Cl)c2)cc1	-0.1	4.5	-1.8	-0.9
Cc1ccoc1C(=O)Nc1cccc([N+](=O)[O-])c1	0.2	-58.5	4.8	-7.7
CCOc1ccc(CN2CCN(Cc3cc(CC(C)C)n[nH]3)CC2CCO)cc1 (centres undefined)	0.0	5.6	-0.2	0.5
O=C1OC(c2cccc(Br)c2)=N/C1=C\c1ccc(I)cc1	0.0	0.9	6.5	-0.3
Cc1ccc(N)cc1NC(=O)c1ccc(N)cc1	-0.1	-13.8	-8.7	-2.1
CC(=O)N1CCN(C2=NC(=O)/C(=C\c3ccc(C(C)(C)C)cc3)S2)CC1	0.0	-3.2	-5.6	0.6
CSc1ccc(CNCCNC(=O)c2nonc2N)cc1	0.1	4.1	5.3	-2.3
Cc1ccc2oc(-c3cccc(NC(=O)c4cccc(F)c4)c3C)nc2c1	-0.1	-12.7	5.8	0.8
COc1ccc(CN2C(=O)C3C(C(=O)Nc4cccc(Cl)c4)C4C=CC3(O4)C2C(=O)NC2CCCCC2)cc1 (centres undefined)	0.0	3.3	6.5	-0.5
O=C(NCc1ccncc1)C(=O)Nc1ccccc1Cl	0.9	-9.4	12.6	0.6
Cc1ccc(OCC(=O)NNC(=O)CCl)cc1	-0.1	1.7	-0.7	-0.6
O=C(/C=C/c1cccc([N+](=O)[O-])c1)Nc1ccc(-c2nc3ncccc3o2)cc1	-0.1	-4.0	1.3	1.4
CC/C(C)=N/Oc1nc(NC(=O)NS(=O)(=O)c2ccccc2Cl)nc(N(C)C)n1	1.0	21.1	12.2	0.7
COc1cc(-c2nc(C=Nc3ccc(C)cc3Br)c(O)o2)cc(OC)c1OC	0.0	2.2	-7.5	2.7
O=S1(=O)CCC(NC(=S)Nc2ccc(Oc3ccccc3)cc2)C1 (centres undefined)	0.1	-0.1	8.4	0.9
CC1=C(C(=O)OCCOc2ccccc2)C(c2ccc(Cl)cc2)NC(=O)N1C (centres undefined)	-0.2	4.5	-8.2	-0.5
CCOc1ccc(/C=N\NC(=O)Cc2cccn2C)cc1	0.0	-2.3	7.2	-1.4
COc1ccc([N+](=O)[O-])cc1NCN1C(=O)NC(C)(C)C1=O	0.0	-8.2	-11.4	-0.6
CC(=O)c1cc(CN2CCCC(C(=O)Nc3cccc(-n4cccn4)c3)C2)cs1 (centres undefined)	-0.1	10.0	4.2	0.8
Oc1ccc(CNc2ccccc2F)c2cccnc12	-0.7	1.8	67.8*	-0.8
O=Cc1ccc(OCC(=O)Nc2ccc(Br)c(Cl)c2)cc1	-0.1	-8.1	-2.8	2.3
Cc1csc(CN2CCN(C(=O)CC(c3ccccc3)c3ccccc3)CC2)n1	0.1	2.1	-0.5	-1.1
CN1CCN(C(=O)C2CCN(S(=O)(=O)c3ccc4c(c3)C(C)(C)C(=O)N4C)CC2)CC1	-0.3	-0.9	6.7	0.0
CC(=O)Nc1ccc(C(=O)NCC(=O)OCc2ccc(C(=O)c3ccccc3)cc2)cc1	-0.2	43.6*	3.1	1.4
C/C(=N\NC(=O)c1ccc(Br)o1)c1ccncc1	0.2	-38.7	16.5	1.6
COc1ccccc1-c1nc(C2CCCN2C(=O)CC(C)CC(=O)O)n2ccccc12 (centres undefined)	-0.8	0.1	-14.3	0.1
O=C(Nc1ccc(-c2noc(-c3cccc(Cl)c3)n2)cc1)c1cccc(Cl)c1	0.0	5.2	-1.7	0.4
O=C(CN1C(=O)CSc2ncccc21)NCCCN1CCN(C2CCCCC2)CC1	0.1	4.0	5.3	-0.5
CC(C)C1N2CC3([N+](=O)[O-])CN1CC([N+](=O)[O-])(C2)C3(C)C (centres undefined)	-0.1	-2.3	4.9	0.2
CCC(Sc1nc2ccsc2c(=O)n1Cc1ccccn1)C(=O)Nc1cc(Cl)ccc1C (centres undefined)	-0.3	-4.8	-5.7	0.2
COc1cccc2c1OC1(C)CC2NC(=O)N1c1ccc(C)c(Cl)c1 (centres undefined)	1.6	4.2	-13.8	-0.6
Cc1ccc(-n2ncc3c(-n4nc(C)cc4NC(=O)c4cccc(F)c4)ncnc32)c(C)c1	-0.3	-5.6	-15.2	-0.4
CCSc1nnc(NC(=O)c2ccccc2-c2ccccc2C(=O)O)s1	0.2	-8.9	-10.1	0.3
CC(=O)Nc1cccc(NC(=O)CSc2ccc3nnc(-c4ccccc4)n3n2)c1	0.6	7.4	15.0	-1.0
O=C(N/N=C/c1ccco1)c1cc(-c2ccc(Br)cc2)n[nH]1	-0.1	-11.5	22.0	-0.8
CC1(C)c2ccccc2N(c2ccccc2)C12C=Cc1cc(Br)ccc1O2 (centres undefined)	0.1	6.9	10.4	-1.0

Just FBW7 activator, TEAD-YAP inh and GPR151 activ, for 2 of the compounds above:
Structure	FBW7 activator	TEAD-YAP inh	GPR151 activ
CC(=O)c1cc(CN2CCCC(C(=O)Nc3cccc(-n4cccn4)c3)C2)cs1 (centres undefined)	-0.1	10.0	0.8
Oc1ccc(CNc2ccccc2F)c2cccnc12	-0.7	1.8	-0.8

New compounds follow.
Structure	FBW7 activator	TEAD-YAP inh	MITF primary	GPR151 activ
CC1(C)Oc2ccc(C(=O)NC3CC3)cc2N(CC(=O)Nc2cccc(F)c2)C1=O	0.8	-2.5	7.6	0.1
COc1cccc(-c2cc(C(=O)O)c3c(-c4ccc([N+](=O)[O-])cc4)[nH]nc3n2)c1OC	0.1	3.0	20.9	-0.5
COc1cc(C(=O)NC(=S)N(C)Cc2ccccc2)cc(OC)c1OC	0.1	3.0	7.5	0.2
O=CN1N=C(c2ccc([N+](=O)[O-])cc2)CC1c1ccccc1 (centres undefined)	0.0	11.5	10.0	-0.7
O=C(NCCN1CCOCC1)c1cccc(-n2ncc3cc(Nc4ccccc4Cl)ccc32)n1	0.1	-2.2	3.5	4.9*
S=c1[nH]nc(-c2ccco2)n1-c1ccc(Br)cc1	-0.1	-5.5	3.2	-0.3
